Avidin fluor = compound fluoresces at 488/530 nm on avidin beads; compound fluorescence 488/530 nm, flow cytometry; stronger effect = higher value; fluorescence (KMESF) at 10 µM; actives 0.38% (n = 220,000); AID 1775; in the data active = fluorescence above about 47; note: inactives centre near 10
ABCG2 block = human ABCG2 inhibition, ABCB1 as counter-screen; IgMXP3 cells, JC-1 efflux, flow cytometry; inhibition, % at 6.6 µM; actives 0.1% (n = 190,000);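 active = inhibition above 80%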;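 note: 0% = DMSO and 100% = nicardipine control wells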
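Test system: IgMXP3 cells (ABCG2) mixed with DDAO far-red-labelled CCRF-Adr cells (ABCB1). Reagent: JC-1 transporter substrate. Compound dosing: single test compound dose, 6.6 µM final. Times: 10 min compound exposure, 25 °C. Detection: flow cytometry of retained JC-1 fluorescence. Read-out basis: efflux inhibition in percent versus controls. Controls: nicardipine and DMSO wells.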
Cdc42 wt = human Cdc42 wildtype GTP binding change, either direction; percent activity (GTP binding), % at 10 µM; AID 761; P60953; actives 0.2% (n = 190,000); GST-Cdc42 beads, Bodipy-GTP binding, flow cytometry; actives lie on both sides;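 active = percent activity GTP binding at least 20 points away from the 100% baseline, either down as inhibitor or up as activator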;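 note: median bead fluorescence of bound Bodipy-FL-GTP at 100 nM; 0% = excess unlabeled GTP control and 100% = no compound control; below 100% means less GTP binding so inhibitor and above means activator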
Target sequence (P60953 whole entry, looked up): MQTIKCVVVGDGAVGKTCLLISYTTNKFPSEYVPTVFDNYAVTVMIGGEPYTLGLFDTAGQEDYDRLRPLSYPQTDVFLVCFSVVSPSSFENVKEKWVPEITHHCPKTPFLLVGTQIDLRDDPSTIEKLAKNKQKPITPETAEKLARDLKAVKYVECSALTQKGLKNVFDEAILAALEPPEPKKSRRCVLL
Rac1 mut GTP = alters GTP binding to activated mutant human Rac1; percent activity (GTP binding), % at 10 µM; actives 0.11% (n = 190,000); P63000; GST-Rac1 activated beads, fluorescent GTP binding, flow cytometry; actives lie on both sides; 100% means binding = to untreated wells;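 active = GTP binding at least 20 percentage points away from the 100% baseline, in either direction, so actives lie on both sides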
Rab7 wt GTP bind = alters GTP binding to wildtype dog Rab7; GST-Rab7 beads, fluorescent GTP binding, flow cytometry; actives lie on both sides; untreated = 100%, excess cold GTP = 0%; GTP binding activity (percent of control), % at 10 µM; actives 0.055% (n = 190,000); AID 758;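 active = fluorescent GTP binding to Rab7 beads changed by at least 20 points from the 100% baseline, either direction, mostly lower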;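 note: median green fluorescence of bound Bodipy-FL-GTP per Rab7 bead population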
ABCB1 block = blocks JC-1 efflux by human ABCB1 transporter; P08183; CCRF-Adr cells, flow cytometry; inhibition, % at 6.6 µM; actives 0.067% (n = 190,000); in the data active = inhibition above about 40%;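 note: 0% = vehicle and 100% = reference inhibitor; higher value means more JC-1 retained so stronger ABCB1 efflux block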
HRas wt GTP bind = changes GTP binding to wildtype human HRas; GST-Ras wt beads, Bodipy-FL-GTP binding, flow cytometry; actives lie on both sides; P01112; GTP binding activity, % at 10 µM; actives 0.14% (n = 190,000);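 active = GTP binding activity at least 20% away from the 100% baseline, either lowered as inhibitor or raised as activator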;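 note: 0% = unlabeled GTP competition control and 100% = no-compound control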
Target sequence (P01112 whole entry, looked up): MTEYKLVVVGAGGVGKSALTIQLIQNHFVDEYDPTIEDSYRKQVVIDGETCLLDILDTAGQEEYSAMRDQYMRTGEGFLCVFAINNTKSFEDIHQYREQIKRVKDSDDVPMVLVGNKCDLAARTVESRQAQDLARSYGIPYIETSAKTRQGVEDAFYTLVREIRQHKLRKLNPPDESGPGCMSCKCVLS
Pf gamet viab = kills late stage P. falciparum gametocytes; inhibition, % at 10.9 µM; P. falciparum stage V gametocytes, ATP luminescence, 24 h; AID 743093; actives 0.065% (n = 150,000);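 active = inhibition above the mean plus 3 SD of compounds within the control limits, set per campaign, cut at about 38% in these data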;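 note: 0% = DMSO wells and 100% = medium only without gametocytes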
Rab2A wt mod = changes GTP binding to wildtype dog Rab2A, up or down; actives 0.19% (n = 190,000); GTP binding activity, % at 10 µM; GST-Rab2 wt beads, Bodipy-GTP binding, flow cytometry; AID 760; P61105;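 active = GTP binding activity at least 20 points away from 100%, either lowered or raised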;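 note: 0% = beads with excess unlabeled GTP and 100% = no-compound control corrected for plate trend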
Rac1 wt modul = alters GTP binding to wildtype human Rac1 | P63000 | GST-Rac1 beads, fluorescent GTP binding, flow cytometry; actives lie on both sides; 0 = cold GTP competed, 100 = untreated | AID 757 | actives 0.27% (n = 190,000) | GTP binding activity (% of control), % at 10 µM;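 active = GTP binding activity at least 20 points away from the 100% control level, either lower or higher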
Mcl1-Noxa inh = disrupts binding of human Mcl-1 to Noxa peptide; TR-FRET Mcl-1/Noxa peptide binding, 2 h; actives 1.5% (n = 220,000); AID 1022; inhibition, % at 21.7 µM;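 active = compounds that cut the protein-peptide binding signal by more than 50% relative to plate controls in a single-dose test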;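 note: His-tagged Mcl-1 with rhodamine Noxa BH3 peptide and terbium anti-His antibody; 0% = Mcl-1 plus Noxa peptide wells and 100% = peptide-only wells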
Target sequence (Q07820 whole entry, looked up): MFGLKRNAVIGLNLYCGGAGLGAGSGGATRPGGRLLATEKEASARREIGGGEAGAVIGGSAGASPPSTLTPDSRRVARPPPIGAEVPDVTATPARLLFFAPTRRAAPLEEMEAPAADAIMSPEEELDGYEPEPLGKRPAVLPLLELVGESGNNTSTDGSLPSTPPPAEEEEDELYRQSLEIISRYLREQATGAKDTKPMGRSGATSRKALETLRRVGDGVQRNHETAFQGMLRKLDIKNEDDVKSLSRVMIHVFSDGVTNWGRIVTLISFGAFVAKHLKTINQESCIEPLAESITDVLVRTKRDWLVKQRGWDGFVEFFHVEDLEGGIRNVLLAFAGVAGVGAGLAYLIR
An asterisk follows results filed as active; x = no result given.

SMILES	Avidin fluor	ABCG2 block	Cdc42 wt	Rac1 mut GTP	Rab7 wt GTP bind	ABCB1 block	HRas wt GTP bind	Pf gamet viab	Rab2A wt mod	Rac1 wt modul	Mcl1-Noxa inh
CC(=O)OC1COC(n2ccc3ccccc32)C(OC(C)=O)C1OC(C)=O (centres undefined)	8	1	100	98	97	0.3	101	x	100	100	25
COc1ccc(NS(=O)(=O)c2ccc(NC(=O)C(C)(C(F)(F)F)C(F)(F)F)cc2)nn1	6	0	106	101	102	0.0	103	x	103	104	24
CCOC(=O)C1CCCN(C(=O)CN2C(=O)C(CC)Oc3ccc(C)cc32)C1 (centres undefined)	13	2	96	97	102	0.7	98	x	101	102	2
Cc1ccc(CSc2nnc(-c3cccnc3)n2N)cc1	34	0	100	96	99	0.0	99	x	96	98	13
COc1cccc(-c2nn(-c3ccccc3)cc2CNC(C)Cn2cncn2)c1 (centres undefined)	9	27	99	99	101	1.1	99	-15	97	102	4
Cc1cccc(-c2nc3ccccc3c(=O)n2NC(=O)c2cccnc2Cl)c1	13	22	97	98	97	1.8	96	6	95	97	4
CN1/C(=C\C(=O)c2cccnc2Cl)C(C)(C)c2ccccc21	14	9	105	99	97	0.7	98	x	96	103	9
Cc1ccc(NC(=O)/C(=C/c2ccco2)c2ccccc2)c(C)c1	11	3	107	101	102	0.2	102	11	101	109	-7
CCn1nnnc1SCC(=O)Nc1ccc2c(c1)OCO2	6	7	104	99	99	0.3	102	x	101	107	13
C=CCn1c[n+](CC(=O)c2ccc(Br)s2)c2ccccc21	11	0	98	97	96	0.0	98	0	99	101	0
Cc1cc(NC(=O)NC2CC(=O)N(c3ccc4c(c3)OCCO4)C2)no1 (centres undefined)	27	6	99	100	95	1.7	97	10	95	102	6
COc1ccc(Br)cc1CNC(=O)CCc1nc(-c2ccc(C)cc2)no1	17	8	101	94	94	0.9	99	x	98	95	4
O=C1c2ccccc2-c2onc3ccc(N4CCCC4)c1c23	18	1	88	92	87	2.2	87	12	84	84	-7
CCn1nnnc1SCC(=O)N1CCCc2ccccc21	6	3	100	101	95	0.8	100	10	100	104	5
COc1ccccc1C(=O)NCC1CCN(c2ccc(S(=O)(=O)N3CCOCC3)cc2)CC1	15	9	103	99	94	2.9	101	x	97	103	13
COc1ccc2[nH]c3c(=S)nc[nH]c3c2c1	21	1	93	94	96	-0.3	92	-14	92	86	33
CC(C)n1c(SCC(=O)Nc2nc3c(s2)CCCC3)nc2c1c(=O)n(C)c(=O)n2C	7	11	100	100	100	7.5	100	x	97	105	13
CCOC(=O)C1CCCN(CCC(C)c2ccccc2)C1 (centres undefined)	4	-3	100	100	99	0.1	100	18	105	102	13
CCn1c(SCC(=O)N2CC(=O)Nc3ccccc32)nnc1-c1ccoc1C	7	0	108	102	105	0.1	105	x	102	112	17
Cc1cc(C)nc(SCc2ccc(C(=O)N/N=C3\CCCC(=O)C3)cc2)n1	20	1	96	96	102	0.2	98	-10	98	97	-7
Nc1nc2nccc(-c3cccnc3)n2n1	11	2	103	104	102	0.2	99	x	99	102	32
Cn1cnnc1Sc1ccc(C(=O)NCCC(c2ccccc2)c2ccccc2)cc1[N+](=O)[O-]	7	1	93	96	95	0.2	94	-12	96	96	20
O=C(Cc1ccc2c(c1)CCCC2)Nc1ccc2ccccc2c1	12	-5	96	96	98	-1.1	100	x	95	99	26
Cc1c(NC(=O)c2ccccc2)c(=O)n(-c2ccccc2)n1C	4	2	101	97	98	0.5	100	x	99	102	0
S=c1[nH]nc(Cc2cccs2)n1-c1cccc2ccccc12	1	0	101	101	98	0.0	101	x	98	103	4
SMILES	Avidin fluor	ABCG2 block	Cdc42 wt	Rac1 mut GTP	Rab7 wt GTP bind	ABCB1 block	HRas wt GTP bind	Pf gamet viab	Rab2A wt mod	Rac1 wt modul	Mcl1-Noxa inh
O=C(NCc1ccco1)c1ccc(CS(=O)(=O)Cc2ccc(Cl)cc2)o1	11	1	104	100	103	0.1	106	x	107	104	18
O=C(C1=C(O)C(=O)N(CCc2ccccc2)C1c1ccncc1)c1cc2ccccc2o1 (centres undefined)	10	1	88	86	99	0.8	92	-31	89	92	5
Cc1cc([N+](=O)[O-])nn1Cc1ccc(F)cc1	6	3	96	96	91	1.5	95	x	96	97	-1
CC(C)(C)C(=O)NC(NC(=S)Nc1ccc(S(N)(=O)=O)cc1)C(Cl)(Cl)Cl (centres undefined)	5	-2	99	101	93	-1.1	97	x	99	99	-6
CN(C)C(=O)N1CCC(C(=O)NCc2cccs2)CC1	7	1	104	100	106	0.3	103	-43	105	106	-2
CC(C)(Oc1ccc(Cl)cc1)C(=O)N1CCN(c2ccccn2)CC1	34	18	101	98	98	2.3	98	x	99	107	-6
Cc1nnc(NC(=O)c2ccccc2C(=O)O)s1	31	7	102	100	100	0.8	101	-24	101	103	-3
Cc1cc(C)c(C#N)c(SCc2nnc(-c3ccccc3)o2)n1	13	8	99	98	100	0.9	97	-25	99	97	11
CCC1(C)Cc2c(sc3[nH]c(=S)n(Cc4ccccc4)c(=O)c23)CO1 (centres undefined)	28	-19	97	96	100	-1.8	97	x	98	103	-22
CCOc1ccc(N2C(=O)CC(NCCc3ccncc3)C2=O)cc1 (centres undefined)	10	2	101	100	102	0.7	101	-18	100	102	-4
CCn1c(SCC(=O)NC2CCCC2)nnc1-c1c[nH]c2ccccc12	7	3	98	97	100	0.6	101	x	100	101	0
CC(=O)c1cccc(S(=O)(=O)NC2CCCCCC2)c1	14	23	101	102	98	1.1	100	3	100	103	8
COC(=O)Cc1[nH]nc2c1C1(C(=O)N(Cc3ccc(Cl)cc3)c3ccccc31)C(C#N)=C(N)O2 (centres undefined)	9	9	95	93	98	0.9	96	x	94	92	11
CCN(C(=O)COC(=O)c1ccccc1SCC(=O)NC1CCCCCCC1)C1CCS(=O)(=O)C1 (centres undefined)	1	1	99	98	96	0.2	99	9	100	100	11
Cc1ccc(CC(NC(=O)c2ccccc2)C(=O)N2CCCC2C(=O)O)cc1 (centres undefined)	13	14	96	97	97	1.1	97	-10	96	97	x
Cc1ccc(S(=O)(=O)n2nc(OC(=O)c3c(-c4ccccc4Cl)noc3C)cc2N)cc1	10	10	97	98	99	1.6	97	4	101	89	24
COc1ccc(C2OC(=O)CC2C(=O)NC(C)C)cc1 (centres undefined)	22	-1	97	97	97	-0.2	95	15	94	98	26
O=C(NC(=S)N1CCc2ccccc21)c1ccccc1Br	11	0	103	100	99	0.3	98	-1	96	101	14
COc1ccc(C)cc1Nc1ccc(C(=O)O)cc1[N+](=O)[O-]	6	14	95	96	97	1.9	97	-19	95	100	29
O=C(NCc1ccccc1Cl)c1ccc2nc[nH]c2c1	15	0	103	98	95	-1.8	99	1	97	104	17
CSc1ccccc1C(=O)NCCOc1cccc(C)c1	9	4	97	92	98	0.5	93	12	94	96	17
COc1ccccc1-c1c(C)nn2c(N3CCC(C(N)=O)CC3)cc(C)nc12	7	4	100	96	97	1.1	98	x	98	99	14
CC(C)Nc1nc(NC(C)C)nc(N(C)C(N)=O)n1	14	4	102	102	100	0.2	100	21	99	102	5
O=C(c1ccc(F)cc1)c1cn[nH]c1-c1ccccc1O	4	6	97	97	97	1.1	97	x	97	100	1
COc1ccc(CC(=O)Nc2cccc(-c3csc(C)n3)c2)cc1	8	1	100	96	98	0.4	97	x	99	99	10
SMILES	Avidin fluor	ABCG2 block	Cdc42 wt	Rac1 mut GTP	Rab7 wt GTP bind	ABCB1 block	HRas wt GTP bind	Pf gamet viab	Rab2A wt mod	Rac1 wt modul	Mcl1-Noxa inh
C=CCn1c(CCSCc2ccccc2)n[nH]c1=S	3	1	95	92	97	0.2	98	5	96	97	-4
O=C(NCc1ccc2c(c1)OCO2)c1cccc2c1C(=O)N(C1CCCCC1)C2	6	4	100	99	101	1.5	104	x	102	102	2
CCCc1n[nH]c2c1C(=O)CC(C)(C)C2	7	3	102	99	102	0.4	102	-12	101	109	11
O=C(CSc1ccc(-c2ccccn2)nn1)NCc1ccc(F)cc1	7	9	98	98	101	0.9	97	-15	96	101	-22
COc1ccc(C2=NC(c3ccccc3)CO2)cc1 (centres undefined)	10	0	106	99	101	-0.2	102	x	103	109	-6
COC(=O)Cn1cc(/C=N/NC(=O)c2ccc(C#N)cc2F)c2ccccc21	7	7	109	103	107	0.6	107	x	106	106	-1
CCN(CC(=O)NCc1ccc(Cl)cc1)C(=O)/C=C/c1cccs1	11	5	95	97	106	1.1	97	-25	98	101	20
C#CCOCCOCCOCCNc1nc(N2CCOCC2)nc(N2CCN(C(=O)[C@H](CCC(=O)O)n3cc(C(N)Cc4ccc(O)cc4)nn3)CC2)n1 (some centres undefined)	6	-1	93	93	96	-0.2	96	x	96	98	29
COc1cc(NC(=O)COC(=O)c2cnc(C)cn2)c(C)cc1[N+](=O)[O-]	21	2	95	98	95	0.1	96	-15	94	96	11
COc1ccc(CCNC(=O)CSCc2ccc(Cl)cc2)cc1OC	11	12	100	102	98	0.9	101	19	99	104	19
Cc1ccc(N(CC(=O)Nc2ccccc2C(=O)N2CCOCC2)S(C)(=O)=O)cc1	20	1	97	94	93	0.6	99	x	93	103	17
CCCCN=Cc1sc2ccc(OCC)cc2c1O	8	1	100	99	98	-0.1	100	x	100	105	8
COc1ccc(NC(=O)CS(=O)CC(=O)Nc2cc(Cl)ccc2OC)cc1 (centres undefined)	38	1	101	98	99	0.2	98	-26	98	100	3
O=C(c1ccc(-c2ccccc2)cc1)N1CCN(C(=O)c2ccco2)CC1	14	3	99	98	93	0.6	97	x	94	100	5
c1ccc(CSCc2cn3ccsc3n2)cc1	16	4	105	100	101	0.9	101	x	100	105	9
S=C(Nc1ccccc1)N1CCN(c2ccc(N3CCOCC3)nn2)CC1	16	3	97	98	104	0.6	102	12	100	99	-33
O=C(NC1CC1)c1cc2c(F)cccc2s1	10	8	98	96	102	1.0	100	-13	96	98	14
